mIAP act – mouse IAP activation; muIAP, CDP-Star luminescence, 30 min; stronger effect = higher value; 1 = vehicle-only enzyme signal, 0 = enzyme-free wells; 330,000 tested, 0.24% active; activation factor at 10 µM; AID 2805;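 active = activation factor of at least 2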; also: the source names both 10 and 20 µM as test concentration; values of inactives mirror those of a sister screen read the other way
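also added = chemiluminescent substrate CDP-Star | test system = mouse IAP enzyme | signal = chemiluminescence readout | compound = DMSO-dissolved test compounds | incubation = 30 min at room temperature | benchmarks = DMSO wells, no-enzyme wells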
SENP1 inh – SENP1 (human) catalytic domain inhibition. Q9P0U3. recombinant SENP1 catalytic domain, CyPet-SUMO1-YPet FRET cleavage. inhibition, % at 10 µM. 360,000 tested, 0.21% active;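 active = inhibition at least 30% at 10 µM, raw YFP signal under a set limit, fluorescence ratio 0.5 to 1.5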;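 also: 0% = enzyme with DMSO and 100% = no enzyme wells; some results filed as inactive read as strong as hits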
Target sequence (Q9P0U3 419-644 limits assumed): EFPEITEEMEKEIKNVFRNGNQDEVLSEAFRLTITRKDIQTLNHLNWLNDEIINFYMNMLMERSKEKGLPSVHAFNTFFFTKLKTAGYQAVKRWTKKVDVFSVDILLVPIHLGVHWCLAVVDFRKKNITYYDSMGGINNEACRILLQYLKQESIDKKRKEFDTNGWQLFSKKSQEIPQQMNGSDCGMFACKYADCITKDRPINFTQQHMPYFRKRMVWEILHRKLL
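Compound: 10 µM single point, 0.5% DMSO; Test system: hSENP1 catalytic domain, recombinant; Timing: 50 min reaction at room temperature; Technique: FRET, CFP and YFP emission; Control set: no-enzyme wells low, DMSO-plus-enzyme wells high control.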
NALP3 yeast inh – inhibitors of NALP3 inflammasome in yeast; Yeast reconstituted NLRP3/ASC/caspase-1, beta-gal luminescence, 24 h; inhibition, % at 10 µM; 330,000 tested, 0.39% active; AID 2825;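 active = inhibition of 50% or more; inactive = inhibition below 50%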;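 also: plate controls were induced DMSO wells for no effect and uninduced yeast grown without galactose for full effect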
APOBEC3A inh – human APOBEC3A DNA deaminase inhibition | P31941 | recombinant A3A, FAM/TAMRA ssDNA deamination fluorescence | inhibition, % at 20 µM | 330,000 tested, 0.41% active;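 active = at least 40% inhibition at 20 µM here, with at most 30% in a related deaminase screen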;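 also: plate controls were A3A with DMSO for no effect and wells lacking A3A enzyme for full effect; some results filed as inactive read as strong as hits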
Target sequence (P31941 whole entry, looked up): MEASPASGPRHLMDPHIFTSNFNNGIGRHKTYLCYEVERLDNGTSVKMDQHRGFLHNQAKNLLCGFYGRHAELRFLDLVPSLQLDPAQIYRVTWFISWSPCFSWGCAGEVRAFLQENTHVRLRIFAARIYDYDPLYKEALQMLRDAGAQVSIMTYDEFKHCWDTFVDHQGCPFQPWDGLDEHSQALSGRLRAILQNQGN
hIAP act – human IAP activation; P09923; purified human IAP, CDP-Star luminescence, 30 min; stronger effect = higher value; 1 = vehicle-only enzyme, 0 = enzyme-free background; activation factor at 10 µM; 330,000 tested, 0.16% active;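 active = activation factor of the enzyme at least 2-fold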; also: the source names both 10 and 20 µM as test concentration; values of inactives mirror those of a sister screen read the other way
APOBEC3G inh – APOBEC3G (human) deaminase inhibition | inhibition, % at 20 µM | 330,000 tested, 0.28% active | recombinant A3G, ssDNA deamination FAM/TAMRA fluorescence | Q9HC16;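 active = inhibition of at least 40% at 20 µM, with no more than 30% in the related APOBEC3A deaminase screen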;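 also: plate controls were DMSO wells with A3G for no effect and wells lacking A3G enzyme for full effect; some compounds called inactive have numbers as strong as hits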
Target sequence (Q9HC16 whole entry, looked up): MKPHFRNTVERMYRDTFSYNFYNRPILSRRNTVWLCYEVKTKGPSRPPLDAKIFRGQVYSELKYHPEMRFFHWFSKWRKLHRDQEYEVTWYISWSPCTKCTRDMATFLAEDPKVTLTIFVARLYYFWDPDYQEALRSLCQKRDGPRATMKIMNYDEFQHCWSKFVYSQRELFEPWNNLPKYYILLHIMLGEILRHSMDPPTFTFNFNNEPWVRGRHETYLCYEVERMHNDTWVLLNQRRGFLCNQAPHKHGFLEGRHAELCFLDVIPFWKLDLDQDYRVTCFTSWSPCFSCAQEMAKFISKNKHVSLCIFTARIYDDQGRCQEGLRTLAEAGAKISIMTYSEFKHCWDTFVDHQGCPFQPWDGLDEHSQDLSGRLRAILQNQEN
mIAP inh – blocks mouse intestinal alkaline phosphatase | purified mouse IAP, CDP-Star luminescence, 30 min | inhibition, % at 10 µM | 330,000 tested, 0.2% active | AID 2806;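 active = inhibition of at least 40% at 10 µM in the primary screen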;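 also: plate controls were DMSO with enzyme for no effect and no enzyme wells for full effect; values of inactives mirror those of a sister screen read the other way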
MIN6 prolif – inducers of beta-cell replication in MIN6 cells | MIN6 cells proliferation, ATPlite luminescence, 48 h; cells starved in 0.2% serum; 100% = growth in 10% serum | proliferation, % at 10 µM | 330,000 tested, 0.29% active | AID 2380;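 active = compounds whose signal lies at least 3.5 SD above the mean of all wells on their plate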;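 also: 0% = DMSO-treated cells in low-serum medium and 100% = 10% serum control; some compounds called inactive have numbers as strong as hits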
hIAP inh – human IAP inhibition; AID 2544; P09923; 330,000 tested, 0.12% active; inhibition, % at 10 µM; purified IAP, CDP-Star luminescence, 30 min;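 active = inhibition reaching a set limit with compound at 10 µM in the primary screen, cut at about 35% in these data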;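 also: plate controls were DMSO wells with enzyme for no effect and no-enzyme buffer wells for full effect; values of inactives mirror those of a sister screen read the other way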
Active calls of the source: *.

SMILES	mIAP act	SENP1 inh	NALP3 yeast inh	APOBEC3A inh	hIAP act	APOBEC3G inh	mIAP inh	MIN6 prolif	hIAP inh
COc1cc(OC)cc(C(=O)N[C@H](C(=O)Nc2cc(C)cc(C)c2)C(C)C)c1	1.2	3	-2	0	1.1	0	-18	-3	-14
CCSc1nnc(-c2cc(Br)ccc2N)c(=O)[nH]1	0.97	7	5	1	0.81	-2	3	3	19
C/C(=N\NC(=O)c1ccco1)c1ccc(NC(=O)c2ccccc2)cc1	0.97	8	10	0	0.82	-5	3	-3	18
O=C(O)C1C2CCC(C2)C1C(=O)Nc1ccc(Cl)c(Cl)c1 (configuration not stated)	1	0	18	-1	1	-8	-3	-2	-2
COc1ccccc1C(=O)NC(=O)COc1ccc(Cl)cc1Cl	0.94	-2	17	-4	1	-8	6	-1	-4
C/C(=N\OCc1ccc(C#N)cc1)c1cc2ccccc2o1	0.93	2	22	0	0.82	-4	7	-2	18
COc1ccccc1NC(=O)CCN1CCN(C)CC1	1	3	27	4	1.1	-6	-5	1	-10
CC1CCc2nc(NC(=O)C3CCCO3)sc2C1 (configuration not stated)	1	-1	11	1	0.89	2	0	-2	11
COC(=O)Cc1ccc(NC(=S)NNC(=O)C2CC2)cc1	0.9	3	9	1	1.7	3	10	-2	-74
O=C1CCN(Cc2ccc(O)cc2)CCN1[C@H](CO)c1ccccc1	1	0	19	-5	1.1	-12	-3	-5	-12
CCc1ccc(NC(=O)CC2C(=O)NCCN2C(=O)c2ccc(F)cc2)cc1 (configuration not stated)	1	3	-10	-3	1.2	-6	-3	-5	-20
CCCn1c(C(C)NC(C)=O)nc2ccccc21 (configuration not stated)	0.99	2	10	-4	1	-9	1	4	-2
CC(Oc1ccc(Br)cc1)C(=O)N1CCN(c2ccccn2)CC1 (configuration not stated)	0.98	2	24	-1	1.1	-8	2	-5	-12
O=C(NCCc1csc(-c2ccccc2)n1)c1ccc(Br)o1	1.1	1	37	0	0.93	0	-7	1	7
COc1ccc(NS(=O)(=O)c2cc3c(cc2C)N(C(C)=O)CCO3)cc1OC	0.92	2	1	-6	0.86	-8	8	3	14
CCN(C(=O)c1cc2c(s1)-c1ccccc1OC2)c1cc(OC)ccc1OC	1	0	-3	-1	0.96	-9	0	-6	4
Cc1ccccc1-c1nc(CS(=O)(=O)CC(=O)NCCCN2CCN(C)CC2)c(C)o1	0.97	1	8	3	0.97	0	3	-7	3
C[C@H](NC(=O)c1[nH]cnc1C(=O)Nc1ccccc1)C(=O)OC(C)(C)C	0.94	-2	49	-2	1.5	-6	6	-2	-49
Cc1ccc(SCC(=O)O/N=C(\N)c2cccc([N+](=O)[O-])c2)cc1	0.83	1	16	1	1.1	-2	17	0	-11
COCCNC(=O)C(c1ccc(F)cc1)N(CCOC)C(=O)CCC(=O)Nc1ccccn1 (configuration not stated)	0.96	2	24	-1	1	-5	4	4	-4
CCCCCn1c(CN2CCN(Cc3ccccc3)CC2)nc2c1c(=O)n(C)c(=O)n2C	1	-9	-6	-4	1.2	-3	-4	-5	-19
COc1ccc(N2CCN(CCNC(=O)CCC(=O)NNc3nc4ccccc4c4nc(C)nn34)CC2)cc1	0.9	2	41	-4	2.5*	-8	10	1	-145
CC1CC(=O)c2c(cc3c(-c4c(O)cc(O)c5c(O)c6c(cc45)OC(C)CC6=O)c(O)cc(O)c3c2O)O1 (configuration not stated)	0.58	70*	24	65	0.89	61	42*	-6	12
CC1CN(C2CCN(C(=O)COc3ccccc3)CC2)CC(C)O1 (configuration not stated)	1	-1	3	-6	0.97	-8	-2	-2	3
CC(C)(C)NC(=O)COC(=O)CCC(=O)c1cccs1	1	2	-7	3	1.1	0	-5	-2	-10
CC(C)C(NC(=O)c1ccc2c(c1)OCO2)C(=O)N/N=C\c1ccco1 (configuration not stated)	1	1	1	48*	1	14	-3	-2	-3
Cc1c(C(=O)NNC(=O)c2ccncc2)oc2ccc(Br)cc12	0.98	-4	6	-6	1.4	-8	2	-2	-44
CC(=O)c1ccc(NC(=O)c2sc3nc4n(c(=O)c3c2C)CCCCC4)cc1	1	3	14	-2	1.1	-3	-3	2	-12
CCCCC(=O)Nc1ccc(NC(=S)NC(=O)CC)cc1OC	0.96	0	12	-2	0.93	-9	4	0	7
O=C(c1ccc(Cl)cc1)C(Cn1cncn1)C(Sc1ccccc1)c1ccccc1 (configuration not stated)	0.95	4	14	-12	0.89	-7	5	-6	11
CCN(CC)S(=O)(=O)c1cccc(-c2nnc(SCC(=O)NC3CCCCCCC3)n2N)c1	1	3	3	-1	1	-3	-1	-2	-3
CCOC(=O)c1c(NC(=O)Cc2ccccc2)sc2c1CC(C)(C)NC2(C)C	0.93	0	18	-1	0.89	-2	7	-6	11
COc1cccc(C2C(C#N)=C(N)OC(C(C)(C)C)=C2C#N)c1 (configuration not stated)	1	-14	2	-2	1	-5	0	1	-4
Cc1ccc(-n2c(=O)cc(N3CC(C)OC(C)C3)[nH]c2=O)cc1 (configuration not stated)	1	0	16	-4	0.84	-4	-1	4	16
Cc1ccc(NC(=O)CN(c2ccc(Cl)cc2)S(=O)(=O)c2cc([N+](=O)[O-])ccc2Cl)cc1	0.81	0	6	4	0.99	-1	19	-2	1
O=C(CN1CCc2ccccc2C1)Nc1ccc(OC(F)(F)F)cc1	1.1	0	17	0	0.92	-2	-12	1	8
Brc1ccccc1OCCCCN1CCCCC1	0.99	-3	22	-2	1	-2	1	2	-3
Cc1cc(C(=O)NNC(=S)NCC2CCCO2)cs1 (configuration not stated)	1	2	-4	-1	0.93	-4	-2	0	7
CCCC(C)c1nnc(NC(=O)C2CCCO2)s1 (configuration not stated)	0.96	-2	24	0	1	6	4	-2	-2
Cc1ccc(S(=O)(=O)c2c(N)n(C)c3nc4ccccc4nc23)cc1	0.97	-36	7	-1	0.98	-3	3	-1	2
O=C(Nc1cccc2nsnc12)c1cccnc1Cl	1	6	0	-5	0.95	-8	-2	0	5
CCOc1ccc(NC(=O)COC(=O)c2ccc3ncsc3c2)cc1OCC	0.99	-12	5	6	0.97	-13	1	-1	2
CCc1ccc(C(C)NC(=O)Cc2ccc(F)cc2)cc1 (configuration not stated)	0.99	2	36	-5	1.7	-3	0	-2	-72
O=C(O)CCCC(=O)N1N=C(c2ccccc2)CC1c1cccs1 (configuration not stated)	1	0	0	-3	1.1	-5	-4	-2	-14
COc1ccc(Cl)cc1NC(=O)COC(=O)CCCC1=NS(=O)(=O)c2ccccc2N1	0.94	1	8	-9	1.1	-7	6	-1	-7
CC(CCc1ccccc1)NC(=O)Cn1cccc1C(=O)c1ccccc1 (configuration not stated)	0.96	0	15	-5	0.92	-7	4	4	8
O=S(=O)(NCCc1ccccc1)c1cnc(Cl)c(Br)c1	0.95	4	27	2	0.96	-7	5	-7	4
O=S(=O)(c1ccc(SCCOc2ccc(Cl)cc2)nc1)N1CCCC1	1	1	-14	-4	1.1	-4	0	-7	-12
COc1ccc(/C=C/CN2CCN(CC(C)C)C(CCO)C2)cc1 (configuration not stated)	0.92	-3	5	-2	0.97	-2	8	-3	3
O=S(=O)(c1ccc(Cl)cc1)N1CCN(CCc2ccncc2)CC1	0.99	3	7	0	0.82	-6	0	0	18
Further structures.
SMILES	mIAP act	SENP1 inh	NALP3 yeast inh	APOBEC3A inh	hIAP act	APOBEC3G inh	mIAP inh	MIN6 prolif	hIAP inh
CCC(=O)Nc1cc(-c2nn(C)c(=O)c3ccccc23)ccc1N1CCCCC1	1	2	6	0	0.94	1	-4	-2	6
CC(=O)Nc1ccc(S(=O)(=O)NCC(=O)OCC(=O)c2cc(C)n(-c3ccc4c(c3)OCO4)c2C)cc1	1.1	-1	15	0	0.95	0	-8	0	5
Cn1c(N)c(C(=O)c2ccc(C#N)cc2)c(=O)n(C)c1=O	1	1	-2	0	0.95	1	-1	-3	5
CCCCn1c(N)c(N(CCOC)C(=O)C2CC(=O)N(c3ccc(CC)cc3)C2)c(=O)[nH]c1=O (configuration not stated)	1	-2	18	0	1.1	-4	-3	1	-7
COCC(=O)NCCSc1c(C)[nH]c2ccccc12	0.89	0	4	-1	1.1	3	11	6	-6
Cc1cc([N+](=O)[O-])nn1CC(=O)NCCCN1CCOCC1	0.97	-1	2	1	0.98	-8	3	-2	2
O=C(NCCc1cn2ccccc2n1)c1cc(COc2c(F)cccc2F)on1	1	-3	18	0	1	-5	-2	-2	-1
O=C(NCC(c1ccco1)N1CCc2ccccc21)C(=O)Nc1ccc(F)cc1F (configuration not stated)	0.91	0	17	1	0.9	-5	9	-7	10
COc1ccccc1CNC(=O)c1[nH]c(C)c(C(C)=O)c1C	1	-2	18	-5	0.99	-9	-5	-1	1
Cc1cccc(/C=C2\Oc3cc(OS(C)(=O)=O)ccc3C2=O)c1	0.88	-7	22	-4	0.89	-8	12	0	11

A portion of the results above, as a working copy:
SMILES	mIAP act	SENP1 inh	NALP3 yeast inh	APOBEC3A inh	hIAP act	APOBEC3G inh	mIAP inh	MIN6 prolif	hIAP inh
COCC(=O)NCCSc1c(C)[nH]c2ccccc12	0.89	0	4	-1	1.1	3	11	6	-6
Cc1cc([N+](=O)[O-])nn1CC(=O)NCCCN1CCOCC1	0.97	-1	2	1	0.98	-8	3	-2	2
O=C(NCCc1cn2ccccc2n1)c1cc(COc2c(F)cccc2F)on1	1	-3	18	0	1	-5	-2	-2	-1
O=C(NCC(c1ccco1)N1CCc2ccccc21)C(=O)Nc1ccc(F)cc1F (configuration not stated)	0.91	0	17	1	0.9	-5	9	-7	10
COc1ccccc1CNC(=O)c1[nH]c(C)c(C(C)=O)c1C	1	-2	18	-5	0.99	-9	-5	-1	1

(cont.)
SMILES	mIAP act	SENP1 inh	NALP3 yeast inh	APOBEC3A inh	hIAP act	APOBEC3G inh	mIAP inh	MIN6 prolif	hIAP inh
COC(=O)C1=C(C)N(C)C(=S)NC1c1ccc(OC)cc1OC (configuration not stated)	0.91	1	-20	-7	0.99	-7	9	1	1
Cc1c(NC(=O)CSc2ccccc2C(=O)Nc2cccnc2)c(=O)n(-c2ccccc2)n1C	0.79	-2	-16	0	0.95	-3	21	-2	5
CC(C)CC(=O)NC(=S)NNC(=O)c1ccc(NC(=O)C2CCCCC2)cc1	1.1	1	17	-2	2.3*	-1	-8	-1	-126
CCc1ccc(/C=C/C(=O)c2ccc(N3CCOCC3)cc2)cc1	1	4	16	-4	1	-6	0	0	-3
COc1cc(-c2nc(-c3ccccc3)c(-c3cccs3)[nH]2)cc(OC)c1O	1	-1	-15	-4	0.84	-8	-3	-6	16
Cc1cccc(NC(=O)C(NS(=O)(=O)c2ccc3c(c2)CCC(=O)N3)c2ccccc2)n1 (configuration not stated)	0.94	-1	6	0	0.89	-3	6	-1	12
COc1ccc(NC(=O)Cn2nnc(C(=O)NCCc3ccccc3)c2N)cc1	0.98	3	1	4	1.1	-2	2	0	-6
CCOC(=O)C1=C(C)NC(C)=C(C(=O)OCC)C1c1cc2ccc(C)cc2[nH]c1=O	0.98	-8	10	-1	0.84	-1	2	0	16
COc1ccccc1OCC(O)CN1CCOCC1 (configuration not stated)	1.1	0	13	-5	1	-6	-7	-3	0
CC1CCC2(CC1)NC(=O)N(CC(=O)NCc1cccs1)C2=O (configuration not stated)	0.99	5	10	-2	0.98	5	1	0	2
Fc1ccc2cc(-c3ccccc3)ncc2c1	0.97	2	28	-1	0.96	-5	3	2	4

These rows are one share of the data (hit frequency here may not be typical).
